# GSTO1 counter – inhibitors of recombinant GSTO1, primary screen, counter-screen for RBBP9 inhibitor project, biochemical, fluorescence polarization. Glutathione S-transferase omega-1 (Homo sapiens), P78417. activity-based probe fluorescence polarization. inhibition, % at 5.96 µM. actives 1.1% (n = 300,000). AID 1974, 2009;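 active = inhibition above the campaign mean inhibition plus 3 SD, cut at about 35% in these data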;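 also: 0% = GSTO1-1 with DMSO and 100% = wells lacking GSTO1-1 enzyme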
# LYPLA1 inh – LYPLA1 inhibitors, primary screen, counter-screen for PME1 inhibitor project, biochemical, fluorescence polarization, FP-Rh probe ABPP | actives 0.16% (n = 320,000) | recombinant LYPLA1 | Acyl-protein thioesterase 1 (Homo sapiens), O75608 | inhibition, % at 5.9 µM;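 active = inhibition above the mean of all tested compounds plus 3 SD, set per campaign, cut at about 14% in these data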;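 also: inhibitors block serine hydrolase probe labeling of LYPLA1 so polarization falls; 0% = enzyme with DMSO and 100% = wells lacking LYPLA1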
# Target sequence (O75608 whole entry, looked up): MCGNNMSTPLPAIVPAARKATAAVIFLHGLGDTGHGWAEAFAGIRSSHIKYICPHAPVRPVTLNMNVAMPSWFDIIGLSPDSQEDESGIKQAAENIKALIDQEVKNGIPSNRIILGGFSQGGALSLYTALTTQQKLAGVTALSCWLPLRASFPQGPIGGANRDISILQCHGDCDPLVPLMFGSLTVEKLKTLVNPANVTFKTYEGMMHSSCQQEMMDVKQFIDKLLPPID
# PAFAH2 FP inh – PAFAH2 enzyme inhibitors, primary screen, biochemical, fluorescence polarization, human; Platelet-activating factor acetylhydrolase 2, cytoplasmic (Homo sapiens), Q99487; recombinant PAFAH2, FP-rhodamine activity probe; inhibition, % at 3.39 µM; actives 0.99% (n = 340,000); AID 492956, 2010;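 active = inhibition above the mean over all tested compounds plus 3 SD, cut at about 30% in these data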;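 also: inhibitors block probe labeling of enzyme so polarization drops; 0% = enzyme with DMSO and 100% = wells lacking PAFAH2 protein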
# PAFAH1B2 inh – PAFAH1B2 enzyme inhibitors, primary screen, biochemical, fluorescence polarization, human; recombinant PAFAH1B2, FP-rhodamine activity probe; Platelet-activating factor acetylhydrolase IB subunit alpha2 (Homo sapiens), P68402; inhibition, % at 3.39 µM; actives 1.2% (n = 340,000);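 active = inhibition above the mean of all tested compounds plus 3 SD, cut at about 24% in these data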;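 also: 0% = enzyme with DMSO and 100% = wells lacking PAFAH1B2; many of its hits are not listed in these tables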
# Target sequence (P68402 whole entry, looked up): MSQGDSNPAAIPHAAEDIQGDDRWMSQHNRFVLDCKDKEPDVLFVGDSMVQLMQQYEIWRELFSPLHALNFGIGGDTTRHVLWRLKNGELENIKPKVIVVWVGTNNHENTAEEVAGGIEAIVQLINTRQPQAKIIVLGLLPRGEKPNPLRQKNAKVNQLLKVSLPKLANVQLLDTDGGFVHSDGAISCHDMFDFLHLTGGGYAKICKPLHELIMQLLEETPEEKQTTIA
# PAFAH1B3 FP inh – PAFAH1B3 enzyme inhibitors, primary screen, biochemical, fluorescence polarization, human | recombinant PAFAH1B3, FP-rhodamine probe | inhibition, % at 3.39 µM | actives 0.28% (n = 340,000);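 active = inhibition above the screen-wide average of all tested compounds plus 3 SD, cut at about 25% in these data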;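 also: 0% = enzyme with DMSO only and 100% = wells lacking PAFAH1B3 protein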
# pPAFAH inh – pPAFAH enzyme inhibitors, primary screen, biochemical, fluorescence polarization, human; Platelet-activating factor acetylhydrolase (Homo sapiens), Q13093; inhibition, % at 3.39 µM; actives 1.5% (n = 330,000); recombinant pPAFAH, FP-rhodamine probe fluorescence polarization;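 active = inhibition above the mean inhibition across the screen plus 3 SD, cut at about 25% in these data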;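 also: inhibitors block binding of the rhodamine activity-based probe so polarization drops; 0% = enzyme with DMSO and 100% = wells lacking pPAFAH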
# Fam108B counter – mouse Fam108B serine hydrolase inhibitors, primary screen, counter-screen for RBBP9 inhibitor project, biochemical, fluorescence polarization | recombinant Fam108B, FP-Rh probe fluorescence polarization | inhibition, % at 9.51 µM | actives 0.33% (n = 300,000);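 active = inhibition above the screen mean inhibition plus 3 SD, computed separately per campaign, cut at about 18% in these data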;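 also: inhibitors lower polarization as less probe binds the enzyme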
# PAD4 inh – human PAD4 inhibitors, primary screen, biochemical, fluorescence polarization, 1536-well format. Protein-arginine deiminase type-4 (Homo sapiens), Q9UM07. recombinant PAD4, RCA probe fluorescence polarization. inhibition, % at 6.36 µM. actives 0.41% (n = 330,000);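 active = percent inhibition above a cutoff equal to the mean of all tested compounds plus 3 SD, cut at about 15% in these data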;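 also: 0% = PAD4 with RCA probe and DMSO and 100% = probe without PAD4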
# PME-1 primary – PME-1 inhibitors via competitive probe labeling, primary screen, biochemical, fluorescence polarization, FP-Rh probe, HTS; AID 2130, 2009; inhibition, % at 5.9 µM; recombinant PME-1; Protein phosphatase methylesterase 1 (Homo sapiens), Q9Y570; actives 0.53% (n = 320,000);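 active = inhibition above the campaign mean of all compounds plus 3 SD, cut at about 26% in these data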;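 also: competitive labeling of PME-1 active site by serine hydrolase directed probe; 0% = PME-1 with DMSO and 100% = wells lacking PME-1 enzyme; inhibitors block probe labeling so polarization falls and inhibition rises; many of its hits are not listed in these tables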
# Target sequence (Q9Y570 whole entry, looked up): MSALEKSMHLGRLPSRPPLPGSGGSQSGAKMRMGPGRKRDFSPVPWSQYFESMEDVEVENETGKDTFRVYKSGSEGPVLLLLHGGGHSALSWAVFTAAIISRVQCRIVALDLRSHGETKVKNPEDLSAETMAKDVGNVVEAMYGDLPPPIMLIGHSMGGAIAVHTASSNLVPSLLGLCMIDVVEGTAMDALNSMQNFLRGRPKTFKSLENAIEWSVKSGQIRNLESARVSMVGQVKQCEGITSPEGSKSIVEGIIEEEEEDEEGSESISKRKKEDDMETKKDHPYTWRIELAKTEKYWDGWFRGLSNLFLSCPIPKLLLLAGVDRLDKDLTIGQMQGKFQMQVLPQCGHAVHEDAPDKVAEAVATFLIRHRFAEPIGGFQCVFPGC
# The depositor's hits bear a star; . = no result given. This is a subset, so the mix of outcomes need not match the whole.
No.	molecule	PAD4 inh	PAFAH1B2 inh	PME-1 primary	GSTO1 counter	Fam108B counter	PAFAH1B3 FP inh	pPAFAH inh	PAFAH2 FP inh	LYPLA1 inh
1	O=C(CN1C(=O)NC2(CCc3ccccc32)C1=O)c1cccs1 (stereo not drawn)	2	6	.	.	.	4	1	10	.
2	COCc1c(C(=O)N/N=C\c2cccnc2)nnn1-c1nonc1N	-1	11	0	2	2	7	4	2	-2
3	COc1ccc(C(=O)C2CCN(C(=S)Nc3ccc(F)cc3)CC2)cc1	2	2	-10	6	-3	-2	-3	2	-1
4	Fc1cc(Br)ccc1NC(=S)Nc1cccnc1	-6	3	4	-1	-3	0	3	-2	2
5	COc1ccccc1NC(=O)CSc1nc2sc(C)c(C)c2c(=O)n1C	-4	-2	-2	-5	-2	4	-2	9	-5
6	O=C(NC(Cc1ccc2c(c1)OCO2)C(=O)NC(Cc1ccccc1)C(=O)O)c1ccccc1 (stereo not drawn)	1	2	-4	4	-1	6	2	-1	0
7	COc1cc(/C=N/NC(=O)Cc2ccccc2)cc(OC)c1OC	-3	-3	-1	4	0	9	-1	2	-2
8	COc1ccc(CNC(=O)CCS(=O)(=O)Cc2ccc(C)cc2)c(OC)c1	4	4	0	2	4	2	15	1	4
9	O=C(COc1ccc2c(c1)CCC2)NCc1cccc(Cl)c1	-1	4	-3	8	0	20	6	-1	1
10	O=S(=O)(CCC1CCCCN1)c1ccccc1 (stereo not drawn)	2	2	-5	1	0	6	3	6	-4
11	Cc1ccc(NC(=O)COC(=O)Cc2cccs2)cc1S(=O)(=O)N1CCOCC1	2	-3	1	22	2	6	18	4	-3
12	CCc1cccc(C)c1NC(=O)C(c1ccccc1)N1CCC1=O (stereo not drawn)	-2	1	-1	1	-1	16	3	2	0
13	O=C(c1cc2ncc(Br)cn2n1)N1CCCCC1	1	-5	1	5	2	7	3	-9	-2
14	COC(=O)c1sc(N)c(C(=O)OC)c1COC(=O)CNS(=O)(=O)c1ccc(C)c(C)c1	-5	1	6	3	-5	9	3	-2	2
15	COc1ccc2nc(NC(=O)C3CCCO3)sc2c1 (stereo not drawn)	3	-1	-5	14	7	7	0	7	1
16	CCOC(=O)C1=CNS(=O)(=O)NC1c1cccc(O)c1 (stereo not drawn)	-3	0	.	.	.	8	5	-2	.
17	CC1CC(C)(C)N(C(=O)CN2CCN(C)CC2)c2ccccc21 (stereo not drawn)	-2	6	-2	-3	-2	5	0	4	1
18	Fc1cnc(N2CCOCC2)nc1NCc1ccccc1	3	7	2	12	3	-2	-8	-6	1
19	Cn1ccnc1SCC(=O)c1ccc(C#N)cc1	-1	-2	-1	3	6	12	-1	3	0
20	Cn1c(-c2ccc(F)cc2)cnc1SCC(=O)Nc1ccccc1N1CCOCC1	0	2	-3	3	3	2	1	0	7
21	COc1ccc(NC(=O)C2CC(c3ccc(Cl)cc3)=NO2)cc1 (stereo not drawn)	-4	-1	2	2	4	-1	3	-1	-3
22	O=C(COC(=O)c1cc(Br)ccc1O)NC12CC3CC(CC(C3)C1)C2	-3	-1	.	.	.	3	1	3	.
23	CC1C(=O)N2CCCc3cc(NS(=O)(=O)c4ccccc4)cc1c32 (stereo not drawn)	-7	0	10	0	-4	10	2	2	0
24	COC(=O)c1ccc(NC(=O)C2CC(=O)N(c3ccc(C)cc3)C2)cc1 (stereo not drawn)	0	-2	7	-7	-1	-1	4	4	3
25	CC(=O)c1ccccc1OCc1ccc(C(=O)c2ccccc2)cc1	-5	3	3	-3	-2	2	8	1	-5
26	CC(C)CNC(=O)C1c2ccccc2Oc2ccccc21	-2	5	-2	3	-1	11	3	7	-3
27	Cc1ccc2cc([N+](=O)[O-])ccc2n1	2	.	-1	-4	1	.	-3	.	-1
28	O=C(Nc1ccon1)c1cccc(Cl)c1	3	1	-2	1	-4	0	0	-1	0
29	O=C(COC(=O)c1ncc(Cl)c(Cl)c1Cl)Nc1ccc(Cl)cn1	2	-1	5	4	3	-1	15	2	-3
30	COc1cccc(-c2nnc(SCC(=O)N3CCCC3=O)n2-c2ccccc2)c1	-3	7	-4	-2	0	4	1	4	0

# Reprinted: compounds 1–4
No.	molecule	PAD4 inh	PAFAH1B2 inh	PME-1 primary	GSTO1 counter	Fam108B counter	PAFAH1B3 FP inh	pPAFAH inh	PAFAH2 FP inh	LYPLA1 inh
1	O=C(CN1C(=O)NC2(CCc3ccccc32)C1=O)c1cccs1 (stereo not drawn)	2	6	.	.	.	4	1	10	.
2	COCc1c(C(=O)N/N=C\c2cccnc2)nnn1-c1nonc1N	-1	11	0	2	2	7	4	2	-2
3	COc1ccc(C(=O)C2CCN(C(=S)Nc3ccc(F)cc3)CC2)cc1	2	2	-10	6	-3	-2	-3	2	-1
4	Fc1cc(Br)ccc1NC(=S)Nc1cccnc1	-6	3	4	-1	-3	0	3	-2	2

# Other records:
No.	molecule	PAD4 inh	PAFAH1B2 inh	PME-1 primary	GSTO1 counter	Fam108B counter	PAFAH1B3 FP inh	pPAFAH inh	PAFAH2 FP inh	LYPLA1 inh
31	COc1ccc(CNC(=O)CCNS(=O)(=O)c2ccc(Br)s2)cc1	0	6	5	-2	-10	5	6	4	7
32	Cc1ccc(CSc2nc3[nH]ncc3c(=O)[nH]2)cc1	-2	24	-5	4	0	11	-1	3	-1
33	C=CCn1c(Cc2csc(N)n2)nnc1SCC(=O)Nc1ccc(C(=O)OCC)cc1	1	7	-1	-3	-1	-6	2	0	0
34	Cc1cccc(NC(=O)c2cc(-c3ccc(C)s3)nc3ccccc23)n1	-1	-6	-17	-2	-11	1	-2	-7	-8
35	CCN(CC(=O)NCc1ccc(Cl)cc1)C(=O)NCc1ccc(Cl)cc1	-2	8	-1	2	0	-3	5	17	1
36	Cc1ccn2c(=O)c(C(=O)O)cnc2c1	0	3	-2	8	2	4	0	2	-3
37	C=CCn1c(C2CC2)n[nH]c1=S	-1	2	2	4	3	9	3	2	2
38	COC(=O)C[C@H]1c2cc(C(F)(F)F)ccc2S(=O)(=O)N1C(C)(C)C	3	4	3	4	2	5	9	1	2
39	OCCN=c1cc(-c2ccccc2)oc2ccc(Cl)cc12	-2	3	-7	8	-2	11	5	10	-3
40	C=CCN1CCN(C(c2cc(OC)ccc2OC)c2nnnn2CC2CCCO2)CC1 (stereo not drawn)	-6	1	-1	-4	-4	10	0	-2	-1
41	CCn1ccnc1CN(C)Cc1nc(-c2ccc3c(c2)OCO3)no1	-5	5	-4	3	1	-2	0	2	3
42	C=CCn1c(-c2cc(Cl)ccc2OC)n[nH]c1=S	-1	3	5	1	2	2	3	8	0
43	O=C1CN(C(=O)COC(=O)CNS(=O)(=O)/C=C/c2ccccc2)c2ccccc2N1	-1	10	5	6	0	6	9	1	2
44	COc1ccc([N+](=O)[O-])cc1NC(=O)c1ccc(-n2nc(C)cc2C)cc1	-5	1	-5	-3	-8	-1	-2	-4	-2
45	CCn1cc(C(=O)NC(C)C)c(=O)c2cc(F)c(N3CCN(C(=O)c4ccco4)CC3)cc21	-2	4	-4	3	2	6	-4	3	3
46	O=C(OCc1nc2ccc(Cl)cc2n1CCO)c1ccccc1	-3	-4	-3	2	3	13	10	9	-3
47	O=C(N/N=C/c1ccc(-c2ccccc2)o1)c1ccccc1O	-4	3	-1	-15	9	7	16	2	-3
48	Cc1sc(NC(=O)c2ccc3ncsc3c2)c(C(N)=O)c1C	-6	-2	-6	3	2	8	3	1	2
49	Cc1ccc2[nH]c(CSc3ccccc3)cc(=O)c2c1	-3	11	-5	-5	2	5	2	6	-3
50	COc1cccc(-c2ncc3ccccc3c2COC(=O)c2ccc(F)cc2)c1	-7	-8	-6	.	.	1	-2	0	0
51	COc1ccc(OC)c(C2=NOC(C(=O)Nc3cccnc3)C2)c1 (stereo not drawn)	3	2	4	2	-3	7	-1	3	3
52	COC(=O)c1cn(-c2cccc(C)n2)cn1	-1	2	0	6	-1	4	3	-2	2
53	Cc1ncc(C23CC4CC(CC(C4)C2)C3)[nH]1	2	1	2	2	-1	5	-6	0	-1
54	O=S(=O)(NC1CCCCC1N1CCN(c2cccc(Cl)c2)CC1)c1ccccc1 (stereo not drawn)	3	-2	-4	-4	-1	3	3	3	1
55	O=C(CSc1nnc(-c2ccc(S(=O)(=O)N3CCCC3)cc2)n1CC1CCCO1)NC1CC1 (stereo not drawn)	2	1	-5	-2	-1	12	2	6	1
56	CC(C)(C)C(=O)n1nc(-c2ccccc2)oc1=O	-2	8	-2	4	-6	4	3	10	1
57	O=C(NC(=S)Nc1ccc(Br)cc1)C1CCCCC1	-4	1	5	5	-5	1	1	-5	1
58	COc1ccc(S(=O)(=O)N2CCCOC2CNC(=O)C(=O)NCCc2ccco2)cc1 (stereo not drawn)	-1	0	-2	2	0	6	4	2	2
59	CC1(c2nnc(-c3ccc(Cl)cc3)o2)CC(c2ccc(Cl)cc2)=NO1 (stereo not drawn)	-2	-7	0	-1	-6	-1	3	-19	-3
60	COc1ccc(CC(=O)NCc2ccc3c(c2)cc(C)n3C)cc1OC	-7	3	4	10	6	5	12	4	-1
61	CCCNC(=O)c1ccc(COc2ccc(C)cc2)o1	-1	5	-1	5	-3	4	-3	-1	-1
62	CCOC(=O)c1ccc(NC(=O)c2nccnc2C(=O)O)cc1	4	0	-6	-3	0	17	3	-3	0

# In the list so far, three contain a COOH group.
No.	molecule	PAD4 inh	PAFAH1B2 inh	PME-1 primary	GSTO1 counter	Fam108B counter	PAFAH1B3 FP inh	pPAFAH inh	PAFAH2 FP inh	LYPLA1 inh
6	O=C(NC(Cc1ccc2c(c1)OCO2)C(=O)NC(Cc1ccccc1)C(=O)O)c1ccccc1 (stereo not drawn)	1	2	-4	4	-1	6	2	-1	0
36	Cc1ccn2c(=O)c(C(=O)O)cnc2c1	0	3	-2	8	2	4	0	2	-3
62	CCOC(=O)c1ccc(NC(=O)c2nccnc2C(=O)O)cc1	4	0	-6	-3	0	17	3	-3	0

# High-throughput results: PubChem BioAssay, The Scripps Research Institute Molecular Screening Center
